Bioassay records as filed in PubChem.
LYP phosphatase: LYP phosphatase inhibitors, primary screen, biochemical, DiFMUP fluorescence, recombinant catalytic domain, 10 µM (AID 606) | recombinant LYP catalytic domain, DiFMUP fluorescence; higher % means a stronger effect | one-dose inhibition, % at 10 µM; IC50 in µM for titrated hits | 52,000 tested, under 10 active;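 active means IC50 under 40 µM in the dose-response test; inactive means IC50 of 40 µM or more, or never dose-tested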
TNAP inhibition: human TNAP enzyme inhibitors, biochemical, luminescent (AID 518). purified TNAP enzyme, luminescent substrate readout; higher % means a stronger effect. inhibition, % at 20 µM, or IC50 in µM where a hit was titrated. 64,000 tested, 0.09% active; in the data active means a potency from the dose series; inactive means the rest, 99 in 100 with inhibition below about 22%;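 further: plate controls were vehicle for no effect and reference inhibitor for full effect; many of its hits are not listed in these tables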
Spn PMK inh: blocks S. pneumoniae phosphomevalonate kinase. 65,000 tested, 0.49% active. inhibition, % at 10 µM. purified PMK, PK/LDH-coupled NADH absorbance 340 nm. AID 539;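 active means top-ranked compounds by inhibition in the single 10 µM screen, taking a fixed number of the strongest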;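 further: 0% = full reaction with DMSO carrier and 100% = background rate without enzyme reaction; no value below 0 was filed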
HT1080 viability: cytotoxicity in HT1080 fibrosarcoma cells, cell-based, fluorescence readout (AID 620). HT1080 viability, fluorescence; higher % means a stronger effect. cytotoxicity, % at 10 µM; hits with a dose series show EC50 in µM. 87,000 tested, 0.42% active;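 further: cells exposed to compound overnight then 4 h with Alamar Blue; 0% = vehicle DMSO and 100% = killing control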
Bfl-1 inhibitors: Bfl-1 inhibitors, primary screen, biochemical, fluorescence polarization, FITC-Bid, mouse (AID 432) | FITC-Bid BH3 peptide fluorescence polarization displacement; higher % means a stronger effect | one-dose displacement, % at 20 µM; IC50 in µM for titrated hits | 64,000 tested, 0.02% active; in the data active means a potency from the dose series; inactive means the rest, 99 in 100 with displacement below about 15%; further: strong numbers were not always called active
HPDE-C7 cytotoxicity: HPDE-C7 pancreatic duct cell viability loss – fluorescence, HTS (AID 430) | 63,000 tested, 1.8% active | cytotoxicity, % at 10 µM, or EC50 in µM where a hit was titrated | HPDE-C7 pancreatic duct cells viability, fluorescence; higher % means a stronger effect;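 further: cells exposed to compound for 48 hours before viability readout; 0% = vehicle and 100% = reference cytotoxic drug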
DPM-DC inhibit: blocks S. pneumoniae diphosphomevalonate decarboxylase. purified DPM-DC, PK/LDH coupled NADH fluorescence. calls only at 10 µM. AID 556. 65,000 tested, 0.49% active;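 active means the 320 compounds with the highest percent inhibition in the single-dose primary screen, excluding strongly autofluorescent ones, cut at about 32% in these data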;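 further: kinetic rate of NADH fluorescence loss reporting ADP formed by the decarboxylase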
MK inhibit: blocks S. pneumoniae mevalonate kinase | purified MK, PK/LDH-coupled NADH absorbance 340 nm | inhibition, % at 10 µM | 65,000 tested, 0.48% active | AID 555;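 active means ranked among the strongest by inhibition in the single 10 µM screen, a fixed top-ranked set picked for dose follow-up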; further: no value below 0 was filed
KRASV12 cytotoxicity: cytotoxicity in KRAS-transformed pancreatic duct cells, primary screen, cell-based, fluorescence, HTS (AID 431); 63,000 tested, 1.7% active; HPDE-C7K KRASV12 cells, Alamar Blue viability, 48 h; higher % means a stronger effect; cytotoxicity, % at 10 µM, or EC50 in µM where a hit was titrated;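 active means compounds whose percent cytotoxicity in the single-dose primary screen, scaled between solvent and toxic-drug controls, exceeds 50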;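 further: 0% = DMSO solvent wells and 100% = doxorubicin-treated wells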
Spn PMK inh pilot replicates: second read-out of Spn PMK inh, no call of its own (marks repeat the call); inhibition, %; measured here: pilot screen replicates
MK inhibit pilot replicates: also measured in MK inhibit; calls as there; inhibition, %; measured here: pilot screen replicates
DPM-DC inhibit pilot screen %: further read-out of DPM-DC inhibit, marked with its call; inhibition, %; measured here: pilot screen trials
Active calls of the source: *; i = inactive; x = no result given. Unless noted, no stated cut-off is given here; in the data, active means cytotoxicity above about 50%; inactive means the rest.

SMILES | LYP phosphatase | TNAP inhibition | Spn PMK inh | HT1080 viability | Bfl-1 inhibitors | HPDE-C7 cytotoxicity | DPM-DC inhibit | MK inhibit | KRASV12 cytotoxicity | others
CC1(C)NC(=O)N(CN2C(=O)NC(C)(C)C2=O)C1=O | 1% | 14% | 11 | 0% | -6% | -6% | i | 11 | -7% | Spn PMK inh pilot replicates=0.0;MK inhibit pilot replicates=0.0;DPM-DC inhibit pilot screen %=0.0
C=CCn1c(SCC#N)nc2ccccc2c1=O | 14% | 14% | 12 | 1% | -4% | -8% | i | 8 | 1%
Cc1oc2cc3oc(=O)c4c(c3cc2c1C)CCC4 | 3% | 6% | 7 | 1% | -8% | 1% | i | 3 | 7%
N#CCCCCN1c2cccc3cccc(c23)S1(=O)=O | -5% | 13% | 10 | 19% | -4% | 21% | x | 0 | 22%
O=C1C2C3c4ccccc4C(c4ccccc43)C2C(=O)N1CN1CCOCC1 (stereo not drawn) | x | 16% | 19 | -11% | 2% | -3% | i | 0 | -2%
O=C1C2C3C=CC(C3)C2C(=O)N1c1ncn[nH]1 (stereo not drawn) | x | 0% | 6 | -2% | -3% | -10% | i | 0 | -6%
OC(c1ccccc1)C1CN(Cc2ccccc2)CCC1(O)c1ccccc1 (stereo not drawn) | 11% | 8% | 0 | 1% | 1% | 8% | i | 4 | -3%
N#Cc1cc2c(nc1SCc1cccnc1)CCCCC2 | 9% | 12% | 0 | 2% | 4% | -3% | i | 8 | 0%
CC(C)c1nnc(NC(=O)c2cccs2)s1 | 8% | 7% | 4 | 8% | -4% | 7% | i | 6 | -11%
Cc1noc(C)c1COC(=O)C1COc2ccccc2O1 (stereo not drawn) | 7% | 11% | 16 | -5% | 2% | -4% | i | 0 | -6%
CCOC(=O)C1=C(C)NC2=C(C(=O)CCC2)C1c1cc(OC)ccc1OC (stereo not drawn) | 1% | 6% | 5 | -1% | -2% | -5% | i | 0 | 1%
Cc1ccc(S(=O)(=O)Cn2nnnc2C(CC(C)C)N2CCN(C(=O)c3ccco3)CC2)cc1 (stereo not drawn) | x | 7% | 8 | x | 2% | 4% | i | 6 | -5%
CCOC(=O)c1c(C)c(C(=O)NCCc2ccc(S(N)(=O)=O)cc2)c(C)n1CC | -27% | 10% | 0 | -3% | -8% | -9% | i | 4 | -12%
O=S(=O)(NCCNS(=O)(=O)c1ccccc1)c1ccccc1 | x | 11% | 0 | x | -4% | 6% | i | 4 | 20%
CC1=CCC(C(C)(C)NC(=O)c2ccccc2)C/C1=N\O (stereo not drawn) | -1% | 0% | 0 | -1% | -1% | -15% | i | 3 | -7% | Spn PMK inh pilot replicates=0.0;MK inhibit pilot replicates=0.0;DPM-DC inhibit pilot screen %=0.0
CC1=C(C(=O)OCC(C)C)C(c2ccc(F)cc2)NC(=O)N1 (stereo not drawn) | 4% | 9% | 10 | 3% | -8% | 7% | i | 3 | 10%
CCOC(=O)N1CCN(C(=O)c2ccc(CS(=O)(=O)c3ccc(OC)cc3)o2)CC1 | 7% | 13% | 8 | 1% | -4% | -11% | i | 6 | 1% | Spn PMK inh pilot replicates=0.0;MK inhibit pilot replicates=0.0;DPM-DC inhibit pilot screen %=0.0
Cc1c(N=C/C=C2\N(C)c3ccccc3C2(C)C)c(=O)n(-c2ccccc2)n1C | -1% | 14% | 21 | 12% | 2% | 8% | i | 9 | 15%
CCOC(=O)c1cc(-c2ccccc2)sc1NC(=O)C(C)Sc1nnnn1C (stereo not drawn) | 0% | 9% | 5 | -4% | -1% | -5% | i | 5 | -11%
N#CC1=C(SCc2ccccc2)NC(=O)C(C#N)C12CCCC2 (stereo not drawn) | 2% | 20% | 10 | -11% | -1% | -14% | i | 8 | 3% | Spn PMK inh pilot replicates=2.0;MK inhibit pilot replicates=0.0;DPM-DC inhibit pilot screen %=0.0
CCN(C(=O)CSc1ncn[nH]1)c1cccc2ccccc12 | 4% | 6% | 0 | -2% | 0% | -8% | i | 17 | -10%
Cc1ccc2nsnc2c1S(=O)(=O)N(Cc1cc2cccc(C)c2[nH]c1=O)CC1CCCO1 (stereo not drawn) | 3% | 15% | 0 | 3% | -7% | 4% | i | 3 | 8% | Spn PMK inh pilot replicates=0.0;MK inhibit pilot replicates=0.0;DPM-DC inhibit pilot screen %=0.0
N#Cc1c(N)nc2c(c1-c1cccc(O)c1)CCCCCC2 | 8% | 15% | 15 | -6% | -8% | -1% | i | 9 | 2%
O=C(Cc1ccc(F)cc1)N(c1ccc(F)cc1)C1C=CS(=O)(=O)C1 (stereo not drawn) | 5% | 5% | 12 | -2% | -6% | -2% | i | 7 | -1%
Cc1ccc2nc(SCC(=O)NCC3CCCO3)c(C#N)cc2c1 (stereo not drawn) | x | 8% | 4 | -3% | -3% | 2% | i | 8 | -5%
COC(=O)c1cc(OC)c(OC)cc1NC(=O)CN1CCCCC1 | 12% | 5% | 11 | -3% | -1% | 3% | i | 7 | -3%
CN(C)S(=O)(=O)c1cc(C(=O)NCCCn2ccc3ccccc32)ccc1Cl | 6% | 12% | 15 | 0% | -2% | -6% | i | 0 | 5%
CCC(C)n1[nH]c(=O)cc1N (stereo not drawn) | 9% | 0% | 5 | -11% | -4% | 4% | i | 1 | 5%
CCCCOC(=O)Nc1ccc(N2CCOCC2)cc1 | 10% | 4% | 10 | -1% | -1% | 3% | i | 9 | 8%
CCCC(=O)Nc1ccc(C(=O)N2CCCC2)cc1 | 8% | -4% | 0 | 5% | -6% | -7% | i | 4 | -1%

Quoted at random: 7 records from the list, in no set order.
SMILES | LYP phosphatase | TNAP inhibition | Spn PMK inh | HT1080 viability | Bfl-1 inhibitors | HPDE-C7 cytotoxicity | DPM-DC inhibit | MK inhibit | KRASV12 cytotoxicity | others
CCC(C)n1[nH]c(=O)cc1N (stereo not drawn) | 9% | 0% | 5 | -11% | -4% | 4% | i | 1 | 5%
N#Cc1c(N)nc2c(c1-c1cccc(O)c1)CCCCCC2 | 8% | 15% | 15 | -6% | -8% | -1% | i | 9 | 2%
N#CC1=C(SCc2ccccc2)NC(=O)C(C#N)C12CCCC2 (stereo not drawn) | 2% | 20% | 10 | -11% | -1% | -14% | i | 8 | 3% | Spn PMK inh pilot replicates=2.0;MK inhibit pilot replicates=0.0;DPM-DC inhibit pilot screen %=0.0
COC(=O)c1cc(OC)c(OC)cc1NC(=O)CN1CCCCC1 | 12% | 5% | 11 | -3% | -1% | 3% | i | 7 | -3%
Cc1ccc2nc(SCC(=O)NCC3CCCO3)c(C#N)cc2c1 (stereo not drawn) | x | 8% | 4 | -3% | -3% | 2% | i | 8 | -5%
CCCCOC(=O)Nc1ccc(N2CCOCC2)cc1 | 10% | 4% | 10 | -1% | -1% | 3% | i | 9 | 8%
Cc1c(N=C/C=C2\N(C)c3ccccc3C2(C)C)c(=O)n(-c2ccccc2)n1C | -1% | 14% | 21 | 12% | 2% | 8% | i | 9 | 15%

A draw from above in order of length of the SMILES, rising.
SMILES | LYP phosphatase | TNAP inhibition | Spn PMK inh | HT1080 viability | Bfl-1 inhibitors | HPDE-C7 cytotoxicity | DPM-DC inhibit | MK inhibit | KRASV12 cytotoxicity | others
CCN(C(=O)CSc1ncn[nH]1)c1cccc2ccccc12 | 4% | 6% | 0 | -2% | 0% | -8% | i | 17 | -10%
Cc1ccc2nc(SCC(=O)NCC3CCCO3)c(C#N)cc2c1 (stereo not drawn) | x | 8% | 4 | -3% | -3% | 2% | i | 8 | -5%
CCOC(=O)c1cc(-c2ccccc2)sc1NC(=O)C(C)Sc1nnnn1C (stereo not drawn) | 0% | 9% | 5 | -4% | -1% | -5% | i | 5 | -11%

Continued:
SMILES | LYP phosphatase | TNAP inhibition | Spn PMK inh | HT1080 viability | Bfl-1 inhibitors | HPDE-C7 cytotoxicity | DPM-DC inhibit | MK inhibit | KRASV12 cytotoxicity | others
Cc1nnc(SCC(=O)Nc2cccc(C(F)(F)F)c2)n1Cc1ccco1 | 10% | 11% | 15 | -4% | -4% | 3% | i | 0 | 0%
O=C(COc1ccc(Cl)cc1)Nc1ccccc1N1CCOCC1 | x | 11% | 14 | -5% | -5% | -1% | i | 6 | 6%
Cc1cccnc1NC(=O)Nc1cccc(C(F)(F)F)c1 | -1% | 4% | 8 | 11% | -12% | -6% | i | 9 | -9%
c1cc2c(cc1-c1cnc3n1CCC3)OCCO2 | x | 4% | 6 | 22% | 2% | 11% | i | 31 | 15%
CC(C)OC(=O)C1C(=O)CC(C)(O)C(C(=O)OC(C)C)C1c1cccnc1 (stereo not drawn) | 9% | 8% | 27* | -12% | 0% | -13% | i | 0 | -1%
Cc1nc(N2CCCCC2)c2sc(=S)n(C)c2n1 | -10% | 6% | 2 | 6% | 0% | -3% | i | 3 | -6%
CCOc1ccc(N(CC(=O)N2CCCC2)S(=O)(=O)c2c(C)noc2C)cc1 | 0% | -1% | 5 | 0% | -4% | 7% | i | 0 | 1%
O=C(CSc1nnc(CNc2ccc(Cl)cc2)o1)Nc1nc2c(s1)CCCC2 | 0% | 16% | 16 | -6% | -4% | -13% | i | 7 | -2%
O=C(CCCC(=O)N1CCCc2ccccc21)N1CCCc2ccccc21 | 9% | 16% | 0 | 8% | -4% | -2% | i | 6 | -3%
CN(C)CC(O)COc1ccc(-c2ccc(C#N)cc2)cc1 (stereo not drawn) | 11% | 11% | 5 | x | -5% | x | i | 5 | x | Spn PMK inh pilot replicates=0.0;MK inhibit pilot replicates=0.0;DPM-DC inhibit pilot screen %=4.5
CCCC(=O)Nc1nc2ccc(OC)cc2s1 | 11% | 10% | 18 | -2% | -2% | -3% | i | 5 | 1%
CCOC(=O)c1cc2c(=O)n3ccccc3nc2n(CC(C)C)c1=NC(=O)c1ccco1 | x | 10% | 0 | x | 10% | -16% | x | 9 | 2% | Spn PMK inh pilot replicates=2.5;MK inhibit pilot replicates=6.0
CC(C)C1Oc2ccccc2N(CC(=O)NCCCN2C(C)CCCC2C)C1=O (stereo not drawn) | 6% | 6% | 8 | 2% | -5% | -4% | i | 47* | 0%
COc1ccccc1N(CC(=O)Nc1c(C)cccc1C)S(C)(=O)=O | 14% | 10% | 10 | x | 0% | -6% | i | 2 | 0%
